# PAFAH1B2 inh: PAFAH1B2 (human) inhibition; 340,000 tested, 1.2% active; inhibition, % at 3.39 µM; AID 492953; recombinant PAFAH1B2, FP-rhodamine activity probe, fluorescence polarization; P68402;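 active = inhibition above the mean of all tested compounds plus 3 SD, cut at about 24% in these data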;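 note: 0% = enzyme with DMSO and 100% = wells lacking PAFAH1B2; many of its hits are not listed in these tables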
# PME-1 primary: blocks human protein phosphatase methylesterase 1; 320,000 tested, 0.53% active; Q9Y570; recombinant PME-1, FP-Rh probe fluorescence polarization; inhibition, % at 5.9 µM;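 active = inhibition above the campaign mean of all compounds plus 3 SD, cut at about 26% in these data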;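 note: competitive labeling of PME-1 active site by serine hydrolase directed probe; 0% = PME-1 with DMSO and 100% = wells lacking PME-1 enzyme; inhibitors block probe labeling so polarization falls and inhibition rises; many of its hits are not listed in these tables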
# MEX-5 binding: C. elegans MEX-5 TCR-2 RNA binding activity. 300,000 tested, 0.38% active. activity score (negative = inhibition of binding), % at 10 µM. Q9XUB2. MEX-5/FITC-TCR2 RNA binding, fluorescence polarization; hits give low values;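 active = inhibition past about -25% in most replicates, and total fluorescence under double the plate's negative control median, limit read from the data; inconclusive = replicates evenly split on the limit, or fluorescence at least double controls; inactive = too little inhibition in most replicates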;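 note: 0% = DMSO and -100% = 5 µM competing unlabeled TCR2 RNA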
# Target sequence (Q9XUB2 whole entry, looked up): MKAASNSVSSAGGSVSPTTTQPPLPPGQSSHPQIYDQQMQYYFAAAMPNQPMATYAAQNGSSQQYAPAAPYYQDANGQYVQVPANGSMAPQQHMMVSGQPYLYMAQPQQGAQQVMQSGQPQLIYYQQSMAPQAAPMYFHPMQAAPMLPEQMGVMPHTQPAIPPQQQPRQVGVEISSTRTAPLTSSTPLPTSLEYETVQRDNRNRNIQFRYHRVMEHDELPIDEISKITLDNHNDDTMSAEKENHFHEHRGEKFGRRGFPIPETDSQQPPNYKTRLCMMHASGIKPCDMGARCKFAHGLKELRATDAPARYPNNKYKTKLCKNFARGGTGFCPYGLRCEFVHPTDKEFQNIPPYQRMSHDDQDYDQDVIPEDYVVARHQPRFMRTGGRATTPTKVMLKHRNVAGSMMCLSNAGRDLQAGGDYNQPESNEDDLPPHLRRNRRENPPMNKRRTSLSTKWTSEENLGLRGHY
# GLD-1 RNA inh: GLD-1-TGE RNA interaction inhibition (C. elegans); 320,000 tested, 0.44% active; AID 2280; purified GLD-1 + fluorescein TGE RNA, fluorescence polarization; inhibition, % at 5.96 µM;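 active = percent inhibition above a per-plate cutoff, the plate mean of test compounds plus 3 SD, cut at about 30% in these data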;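 note: 0% = DMSO wells with GLD-1 and probe and 100% = wells lacking GLD-1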
# Target sequence (Q17339 whole entry, looked up): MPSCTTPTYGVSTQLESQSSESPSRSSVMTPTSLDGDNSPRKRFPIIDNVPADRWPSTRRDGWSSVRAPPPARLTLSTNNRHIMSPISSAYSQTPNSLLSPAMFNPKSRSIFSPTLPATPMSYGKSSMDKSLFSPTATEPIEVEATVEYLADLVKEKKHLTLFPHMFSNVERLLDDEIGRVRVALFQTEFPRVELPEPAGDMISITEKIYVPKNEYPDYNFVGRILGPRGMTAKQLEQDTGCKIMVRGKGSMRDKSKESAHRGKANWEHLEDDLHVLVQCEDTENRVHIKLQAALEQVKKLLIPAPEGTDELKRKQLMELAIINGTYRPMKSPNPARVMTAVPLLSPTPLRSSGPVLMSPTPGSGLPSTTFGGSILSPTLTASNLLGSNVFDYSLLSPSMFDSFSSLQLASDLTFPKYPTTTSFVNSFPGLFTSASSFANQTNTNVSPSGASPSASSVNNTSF
# AHR act: human AHR activation | P35869 | AHR-responsive luciferase reporter cells, luminescence | activation, % at 5 µM | 320,000 tested, 2.5% active | AID 2796; in the data active = activation above about 47%;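 note: 0% = vehicle wells and 100% = reference agonist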
# Fam108B inh: counter-screen for RBBP9 inhibitors: inhibitors of mouse Fam108B. 300,000 tested, 0.33% active. inhibition, % at 9.51 µM. recombinant Fam108B, FP-Rh probe fluorescence polarization;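 active = inhibition above the screen mean inhibition plus 3 SD, computed separately per campaign, cut at about 18% in these data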;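 note: inhibitors lower polarization as less probe binds the enzyme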
# MCL1 BIM primary: MCL1-BIM-BH3 interaction inhibition (human). Q07820. GST-MCL1 / FITC-Bim-BH3 fluorescence polarization. inhibition, % at 10.9 µM. 320,000 tested, 0.68% active. AID 2057;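 active = inhibition above the mean inhibition of all tested compounds plus 3 SD, set per campaign, cut at about 40% in these data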;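 note: 0% = DMSO wells and 100% = unlabeled Bim-BH3 peptide control; higher means more loss of mP so more displacement of Bim peptide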
# Bcl-xL primary: inhibitors of human Bcl-xL; 320,000 tested, 0.7% active; GST-Bcl-xL / FITC-Bim BH3 peptide fluorescence polarization; inhibition, % at 10.9 µM; Q07817;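 active = inhibition above the mean of all tested compounds plus 3 SD, cutoff set per campaign, cut at about 30% in these data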;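 note: 0% = DMSO wells and 100% = unlabeled Bim-BH3 peptide competitor; inhibitors lower millipolarization by displacing the labeled peptide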
# pPAFAH FP inh: inhibitors of human plasma PAF acetylhydrolase (pPAFAH); inhibition, % at 3.39 µM; Q13093; AID 463082; 330,000 tested, 1.5% active; recombinant pPAFAH, FP-rhodamine probe fluorescence polarization;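 active = inhibition above the mean inhibition across the screen plus 3 SD, cut at about 25% in these data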;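 note: inhibitors block binding of the rhodamine activity-based probe so polarization drops; 0% = enzyme with DMSO and 100% = wells lacking pPAFAH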
# Active calls of the source: *; ? = inconclusive; / = not tested or not shown; + = active, no number.
SMILES,PAFAH1B2 inh,PME-1 primary,MEX-5 binding,GLD-1 RNA inh,AHR act,Fam108B inh,MCL1 BIM primary,Bcl-xL primary,pPAFAH FP inh
CCOn1c(=O)c(-c2ccc(Br)cc2)[n+]([O-])c2ccccc21,4,-3,-2.9,7,43,1,-1,1,-1
Cc1cc(C(=O)CCC(=O)N(C)CC(=O)Nc2c(Cl)cccc2Cl)c(C)s1,-3,-3,-0.7,5,2,-2,-1,-1,-3
O=C(CSc1nnc(-c2ccco2)c(-c2ccco2)n1)Nc1ccccc1,2,5,-2.4,6,5,15,60*,25,59*
CCOC(=O)c1c(C)[nH]c(C(=O)O)c1C,9,-8,1.8,6,1,-2,0,2,1
O=C(CC1CC2CCC1C2)NCc1cccs1 (stereo unspecified),3,-4,0.7,-2,11,2,0,-2,7
CCCCCC1CC(CC(C)C(=O)Nc2nncs2)C(=O)O1 (stereo unspecified),-1,1,1.6,10,0,6,-5,1,3
CCCCN(CCCC)c1cn[nH]c(=O)c1Cl,5,-1,1.4,-2,4,-5,-3,-3,-2
CCn1ccnc1CN(C)Cc1c(C(=O)N2CCCCCCC2)nc2ccc(Cl)cn12,5,3,-0.6,8,1,-1,12,5,10
Cc1ccc(NC(=O)/C(=C\c2ccc([N+](=O)[O-])cc2)NC(=O)c2ccccc2)cc1,0,-15,1.4,2,7,-7,-3,4,-6
Nc1ncnc2c1ncn2[C@H]1C[C@H](O)[C@@H](CO)O1,2,-9,/,1,1,-4,3,-1,-4
O=C(N/N=C\c1ccc(Cl)cc1Cl)c1sccc1-n1cccc1,1,-6,1.5,3,19,-8,2,1,5
O=c1ccn([C@@H]2O[C@H](CO)[C@@H](O)[C@H]2O)c(=O)[nH]1,-6,-7,0.7,-1,-2,-6,13,1,-10
Cc1cccc(N2C(=O)c3cccc4c(N)ccc(c34)C2=O)c1,12,14,?,+,-1,13,+,+,8
CCCn1nnnc1SCC(=O)Nc1cccc(NC(=O)c2ccco2)c1,-3,-6,-4.5,-2,14,3,6,1,-2
CN(C)c1cccc(/C=C(\C#N)c2ccccc2)c1,6,0,-9.7,3,1,1,-5,-1,34*
COc1ccc(OC)c(CNc2ccc(F)c(Cl)c2)c1,-3,-4,-1.7,2,5,2,0,2,7
NS(=O)(=O)c1ccc(N/C=C\C(=O)c2ccc3ccccc3c2)cc1,-2,-23,-3.5,-11,2,-16,-23,-9,-8
CC(=O)Nc1cc(C)c(S(C)(=O)=O)c(C)c1,4,0,1.0,2,0,-2,-2,1,1
C(#CC1CCCCC1)c1ccc2c(c1)COc1c3ccccc3nn1-2,-4,-9,2.6,-1,-8,-1,2,1,6
O=C(Nc1ccc(Cl)c(S(=O)(=O)N2CCOCC2)c1)c1ccccc1-c1ccc(C(F)(F)F)cc1,-8,-35,-0.9,6,5,-32,0,5,-12
Cc1nc(-n2ncc(C#N)c2N)c2c3c(sc2n1)CCC3,4,9,-3.3,2,3,2,1,3,6
Cc1ccc(S(=O)(=O)N(C)C)cc1NC(=O)CSc1nc2ccccc2[nH]1,5,2,-2.1,-5,-1,1,1,3,8
O=C1CC2(CCN(C(=O)c3cccc(F)c3)CC2)Oc2ccccc21,1,8,1.2,4,1,-1,-1,3,-2
O=C(NCc1ccccc1)c1cc(S(=O)(=O)N2CCC3(CC2)OCCO3)ccc1F,2,6,/,2,3,-4,-5,-3,4
O=C1c2cccnc2C(O)N1Cc1ccco1 (stereo unspecified),-1,4,0.4,-2,1,2,11,6,4
C=CCN1C(=O)/C(=C2/Sc3ccc(OC)cc3N2C)SC1=Nc1cccc(O)c1,0,2,-8.4,-2,2,-1,-9,-10,0
COc1ccccc1NC(=O)COc1ccc(C(=O)OCC(=O)N(C(C)C)C(C)C)cc1OC,7,-9,2.6,9,-1,-3,14,7,0
CSc1nnc2c3c4c(sc3c(=O)n(-c3ccccc3)n12)CC(C)(C)OC4,0,-6,-1.3,-5,-2,-4,0,-4,0
O=C(CN1CCN(Cc2ccccc2Cl)CC1)N/N=C/c1ccco1,9,3,0.6,-1,-2,5,0,2,3
Cc1ccccc1C(=O)NCCSc1ccccc1,9,3,2.2,-2,10,4,13,6,1
CCN(CC)CCN1C(=O)C(=O)/C(=C(/O)c2c(C)[nH]c(C(=O)OC)c2C)C1c1ccccc1OC (stereo unspecified),1,1,-1.1,8,26,2,0,-6,-1
O=S(=O)(c1ccccc1)N1CCN(Cc2cc3c(cc2Br)OCCO3)CC1,3,2,/,5,0,/,0,5,-3
COc1ccc([N+](=O)[O-])cc1NC(=O)CC1SC(=Nc2cccc(C)c2C)N(/N=C(\C)c2ccc(C)cc2)C1=O (stereo unspecified),-5,-12,-0.1,1,3,-9,3,5,6
O=C1CC2C(CC(OC(=O)c3ccc(-c4ccccc4)cc3)C2CO)O1 (stereo unspecified),2,1,2.5,-3,13,-4,-3,-1,-1
CCOC(=O)CNC(=O)N1CCc2ccc(NC(=O)c3ccccc3Cl)cc2C1,4,-4,1.9,6,5,0,0,3,-6
CSCCC(NC(=O)c1ccccc1Cl)C(=O)NCCc1ccccn1 (stereo unspecified),-3,/,/,0,1,/,/,/,3

# Continued; the last 2 above are carried over.
SMILES,PAFAH1B2 inh,PME-1 primary,MEX-5 binding,GLD-1 RNA inh,AHR act,Fam108B inh,MCL1 BIM primary,Bcl-xL primary,pPAFAH FP inh
CCOC(=O)CNC(=O)N1CCc2ccc(NC(=O)c3ccccc3Cl)cc2C1,4,-4,1.9,6,5,0,0,3,-6
CSCCC(NC(=O)c1ccccc1Cl)C(=O)NCCc1ccccn1 (stereo unspecified),-3,/,/,0,1,/,/,/,3
O=C(NCCCCNC(=O)c1ccccc1F)c1ccccc1F,2,-3,2.1,-4,-1,0,-3,-4,3
CNC(=S)Nc1cccc(S(=O)(=O)NCc2ccco2)c1,1,/,/,5,-2,/,/,/,2
COC(=O)[C@@H]1C[C@@H]2CC[C@@H](O)C[C@@H]2N1Cc1ccc(Cl)cc1,6,1,-4.4,-5,4,-1,5,10,7
COc1ccc(Cl)cc1NC(=O)CN(C)C(=O)c1cn(-c2ccccc2)nc1-c1cccnc1,-4,-6,2.1,5,8,5,4,4,4
CCN(CC(=O)Nc1c(F)cccc1F)C(=O)c1ccccc1F,1,3,-3.2,3,0,-2,-6,-1,2
CCOC(=O)c1cc(NC(=O)Nc2nc3ccccc3s2)c(C)nc1C,1,-2,-1.3,0,18,-3,9,6,3
O=C(Nc1ccc(S(=O)(=O)N2CCN(c3ccccc3)CC2)cc1)c1cccs1,-4,-30,1.0,1,0,-33,-4,7,-2
O=C(c1c(Cl)nc2sccn12)N1CCN(c2cccc(Cl)c2)CC1,3,1,2.2,6,-2,3,3,3,3
CCC(C)NC(=O)c1csc2c1CCCCC2 (stereo unspecified),2,1,1.0,-2,2,2,3,1,1
CC(=O)NC(C)C(c1cccs1)N1CCN(c2ccccc2)CC1 (stereo unspecified),0,-7,3.2,6,0,6,7,3,-5
CCOc1ccc(-c2c(C(=O)N/N=C/c3ccc(O)cc3)nnn2-c2nonc2N)cc1,2,1,-1.9,2,1,-4,-3,0,-3
O=C(CCC(=O)Nc1nnc(C2CCCCC2)s1)Nc1ccccc1,7,-1,2.5,8,3,5,-3,4,0
CC(C)C[C@H](NC(=O)c1[nH]cnc1C(=O)N[C@@H](Cc1ccccc1)C(=O)OCc1ccccc1)C(=O)OCc1ccccc1,-5,-6,3.3,7,-2,-17,9,5,10
Cc1ccc(Cn2nnc3c(=O)[nH]c(C4CCN(S(=O)(=O)c5ccc(F)cc5)CC4)nc32)cc1,1,23,/,4,-1,5,10,2,10
NC(=O)C1=C[C@H](c2csc3ccccc23)C[C@H](OCCCCO)O1,-1,2,0.6,-3,8,-4,-8,2,0
CCOc1ccccc1NC(=S)NCc1ccco1,1,1,1.8,-3,3,-1,8,3,1
CC(=O)NCCNC(=O)C1CCC(CNc2nc(=S)[nH]c3ccccc23)CC1 (stereo unspecified),0,-6,0.7,7,4,-4,11,11,3
Cn1nnc(NC(=O)c2ccc(Br)o2)n1,2,-2,-4.3,2,3,0,-2,-1,0
CN(CC(=O)Nc1ccc(Cl)cc1)C(=O)c1cccc(S(=O)(=O)NCc2ccccc2)c1,16,8,-2.5,3,-2,0,0,0,14
C/C(=N\NC(=O)C1COc2ccccc2O1)c1ccc(C)o1 (stereo unspecified),-3,-1,-1.8,-1,9,3,0,-5,5
CCOC(=O)C(C(=O)N(C)C)c1ncc(C(F)(F)F)cc1Cl (stereo unspecified),3,0,2.4,-1,-4,3,9,4,0
CSc1nc(N)c(C#N)c(-c2ccc(Cl)cc2)c1C#N,-2,-27,-5.4,-2,6,-34,-3,4,-4
N#Cc1ccc(/C=C(\C(=O)C(=O)O)c2ccc3ccccc3n2)cc1,-1,-8,-8.3,-8,20,3,-23,-17,-3
CCOc1ccc(C2C(C#N)=C(N)N(c3sc4c(c3C#N)CCCC4)C3=C2C(=O)CCC3)cc1 (stereo unspecified),8,-12,3.4,-6,6,1,-4,1,6
Cc1cccc(NC(=O)CSc2nnc(-c3cnccn3)n2Cc2ccco2)c1,-3,-2,-1.4,0,-1,3,1,2,1
Nc1nc(NC(=O)/C=C\C(=O)O)nn1-c1ccccc1,3,0,-3.3,-5,-1,1,10,5,5
Cc1ccccc1S(=O)(=O)Cc1ccc(C(=O)NC2CCCCC2)o1,5,-1,-0.2,-2,3,0,-3,4,0
Clc1ccc(-c2cnc3ccccc3n2)cc1,-1,-4,2.4,8,52*,-5,7,7,0
CNC(=O)/C(C#N)=C/c1ccc(-c2ccc(Cl)cc2)o1,-4,-15,-34*,3,11,-14,-2,6,0
CSC(C1CCCC1)n1nnc2ccccc21 (stereo unspecified),4,-1,1.9,-1,8,-4,-6,-2,0
O=C(Nc1nc2cc3c(cc2s1)OCCO3)c1ccc(N2C(=O)CCC2=O)cc1,-18,-2,0.5,2,0,-43,4,3,0
CCCCOC(=O)CSc1n[nH]c(=O)[nH]c1=O,6,0,2.9,7,-2,-1,0,4,0
CC12CCCCC1NS(=O)(=O)OC2 (stereo unspecified),-3,-1,0.0,3,-2,2,5,6,3
Cc1cc(C)n2nc(SCC(=O)Nc3ccc(F)cc3)nc2n1,2,5,1.7,3,-4,1,2,4,0
CCCNc1c(NS(=O)(=O)c2ccc(C(C)(C)C)cc2)c(=O)oc2ccccc12,-2,-2,0.8,4,0,0,-2,4,1
O=C(/C=C1\NCC2c3ccccc3CCN2C1=O)c1ccccc1 (stereo unspecified),-4,4,1.0,10,62*,1,-15,-3,3
C=CCn1c(SCC(=O)Nc2ccc3c(c2)OCO3)nnc1-c1ccccc1O,-2,3,-0.1,0,1,-4,-5,-3,2
CC1=C(C(=O)OCc2ccccc2)C(c2ccccc2OS(=O)(=O)c2ccc([N+](=O)[O-])cc2)NC(=O)N1CCCC(=O)O (stereo unspecified),-5,16,0.3,3,0,4,-2,2,6
Cc1cc(C)nc(CCNC(=O)CC2C(=O)NCCN2Cc2ccccc2)n1 (stereo unspecified),4,10,-5.3,8,2,5,9,12,-1
CC(=O)N1CCc2cc(N=NC3=C(O)CC(C)(C)CC3=O)ccc21,3,-6,-0.6,-26,0,3,-26,-13,1
Cc1cccc(NC(=O)CC2(CC(=O)O)CCCC2)c1,6,-7,3.3,-2,1,-4,0,6,1

# Assay outcomes as filed in PubChem BioAssay.

# These rows are one share of the data; count on the stated rates, not on these rows.
